From PubChem
OXTR agonist: human OXTR agonists, primary screen, fluorescence, CHO-OTR cells, Fluo-8 calcium; AID 2435, 2010; activation, % at 3 µM; Fluo-8 calcium fluorescence; normalized: DMSO 0%, oxytocin 100%; 320,000 tested, 0.32% active; Oxytocin receptor (Homo sapiens), P30559;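 active means activation above the mean of all tested compounds plus 3 SD, cutoff set per screening run, cut at about 20% in these data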;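 further: peak over basal fluorescence ratio from a 100 s FLIPR kinetic read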
Target sequence (P30559 whole entry, looked up): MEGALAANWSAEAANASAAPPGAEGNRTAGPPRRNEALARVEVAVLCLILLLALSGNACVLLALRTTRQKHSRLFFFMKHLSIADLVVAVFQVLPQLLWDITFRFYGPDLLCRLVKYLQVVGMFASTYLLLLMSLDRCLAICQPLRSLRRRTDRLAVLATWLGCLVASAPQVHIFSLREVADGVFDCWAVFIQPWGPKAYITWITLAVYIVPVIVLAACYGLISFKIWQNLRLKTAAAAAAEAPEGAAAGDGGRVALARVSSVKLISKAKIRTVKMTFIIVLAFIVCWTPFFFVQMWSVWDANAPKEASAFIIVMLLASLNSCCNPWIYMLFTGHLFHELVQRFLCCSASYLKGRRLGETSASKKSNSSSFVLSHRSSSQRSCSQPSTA
M1 PAM parental: nonselective calcium activators in parental CHO-K1 cells, primary screen, counter-screen for M1 PAM project, cell-based, Fluo-8 calcium fluorescence, full deck, 1536-well; ATP EC20; 0% at ATP EC20, 100% at ATP max; AID 602247, 2012; 360,000 tested, 0.02% active; activation, % at 3 µM;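 active means activation above the run cutoff, the mean activation of all test compounds plus 3 SD, cut at about 40% in these data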;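 further: peak over basal fluorescence ratio in a 140 s read after ATP addition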
V1R ag counter: agonists of human V1a receptor, primary screen, counter-screen for OXTR agonist project, fluorescence, CHO-V1R cells; Vasopressin V1a receptor (Homo sapiens), P37288; Fluo-8 calcium fluorescence, agonist mode; 0% DMSO, 100% 3 nM vasopressin; activation, % at 3 µM; 320,000 tested, 0.25% active;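 active means activation above the mean activation of all tested compounds plus 3 SD, per screening run, cut at about 20% in these data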;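 further: signal is peak over basal fluorescence ratio across a 100 second FLIPR read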
GPR7 antag: GPR7 receptor antagonists, primary screen, cell-based, fluorescence, single concentration; Neuropeptides B/W receptor type 1 (Homo sapiens), P48145; GPR7-expressing cells, fluorescence antagonist assay; inhibition, % at 4.4 µM; 290,000 tested, 1.1% active; AID 1861, 2009; in the data active means inhibition above about 16%, passing the limit was not always enough;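 further: cells stimulated with the agonist NPW; 0% = agonist with vehicle and 100% = vehicle without agonist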
Target sequence (P48145 whole entry, looked up): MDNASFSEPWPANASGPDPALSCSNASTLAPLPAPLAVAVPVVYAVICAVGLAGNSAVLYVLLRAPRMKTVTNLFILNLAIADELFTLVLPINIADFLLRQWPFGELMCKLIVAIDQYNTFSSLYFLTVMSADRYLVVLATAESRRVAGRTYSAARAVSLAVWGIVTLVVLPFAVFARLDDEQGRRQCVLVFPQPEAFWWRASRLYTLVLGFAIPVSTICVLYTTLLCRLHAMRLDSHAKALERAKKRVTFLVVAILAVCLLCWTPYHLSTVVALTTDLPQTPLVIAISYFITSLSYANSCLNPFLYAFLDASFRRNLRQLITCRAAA
CHO-K1 Ca ag: counter-screen for M1 agonists: effect in parental CHO-K1 cells | Fluo-8 calcium fluorescence; scaled to maximal ATP response, vehicle zero | activation, % at 3 µM | 360,000 tested, 0.48% active | AID 602248, 2012; in the data active means activation above about 15%;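 further: untransfected CHO-K1 host cells lacking M1 receptor as counterscreen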
CHO-K1 Ca antag: counter-screen for M1 antagonists: effect in parental CHO-K1 cells; ATP-induced calcium, Fluo-8 fluorescence; inhibition, % at 3 µM; 360,000 tested, 0.6% active; AID 602250;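 active means inhibition above a per-plate cutoff, the plate's mean sample inhibition plus 3 SD, cut at about 24% in these data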;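 further: 0% = DMSO plus EC80 ATP and 100% = DMSO alone without ATP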
OXTR potentiate: human OXTR potentiators, primary screen, fluorescence, CHO-OTR cells, Fluo-8 calcium; Oxytocin receptor (Homo sapiens), P30559; Fluo-8 calcium fluorescence, potentiator mode; 0% = oxytocin EC15, 100% = EC100; activation, % at 3 µM; 320,000 tested, 0.061% active;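 active means activation above that plate's cutoff, the mean activation of tested compounds plus 3 SD, cut at about 6.6% in these data, passing the limit was not always enough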;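 further: 100% uses oxytocin at 75 nM as the full agonist control; some results filed as inactive read as strong as hits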
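System: human OTR in CHO cells / Also added: sub-maximal oxytocin, roughly EC15 / Control set: EC15 oxytocin low, 75 nM oxytocin high / Schedule: 6 min compound pre-incubation at room temperature, 100 s kinetic read / Compound: single-point 3.0 µM / Replication: singlicate / Technique: Fluo-8 calcium dye fluorescence / Read-out basis: % activation of max/min ratio relative to oxytocin controls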
TAAR1 antag: human TAAR1 antagonists, primary screen, Fluo-8 calcium fluorescence, CHO RD-HGA16 cells | antagonist | AID 624466, 2012 | Trace amine-associated receptor 1 (Homo sapiens), Q96RJ0 | 360,000 tested, 1.5% active | inhibition, % at 3 µM;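 active means inhibition above a per-plate cutoff, the mean inhibition of test compounds on that plate plus 3 SD, cut at about 49% in these data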;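 further: 0% = DMSO plus EC80 beta-PEA response and 100% = DMSO alone without agonist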
Target sequence (Q96RJ0 whole entry, looked up): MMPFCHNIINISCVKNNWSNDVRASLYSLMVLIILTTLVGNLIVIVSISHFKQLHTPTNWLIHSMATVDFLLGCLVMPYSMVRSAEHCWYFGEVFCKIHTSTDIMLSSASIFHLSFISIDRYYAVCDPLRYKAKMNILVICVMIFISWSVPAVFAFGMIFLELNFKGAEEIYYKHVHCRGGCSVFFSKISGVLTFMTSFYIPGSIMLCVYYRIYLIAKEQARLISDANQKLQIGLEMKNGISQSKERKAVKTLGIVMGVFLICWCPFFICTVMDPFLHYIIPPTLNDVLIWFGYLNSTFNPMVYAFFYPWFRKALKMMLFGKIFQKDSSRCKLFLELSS
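Test system – hTAAR1-expressing CHO RD-HGA16 cells, Gα16-coupled · Also added – β-PEA at EC80 concentration, post-compound challenge · Compound – 3 µM, single point · Incubation – dye loading 75 min at 37 °C, then 30 min room temperature · Measured by – Fluo-8 intracellular calcium dye fluorescence, real-time kinetic reads · Benchmarks – vehicle and agonist controls · Replicates – singlicate, one well per test compound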
CHO parental Ca: ATP-evoked calcium signal inhibitors, parental CHO, primary screen, counter-screen for OX1R antagonist project, cell-based, fluorescence, Fluo-8 calcium dye; 330,000 tested, 0.63% active; parental CHO-K1, ATP-induced calcium, Fluo-8 fluorescence; inhibition, % at 5.6 µM;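 active means inhibition above that plate's mean sample inhibition plus 3 SD, cut at about 26% in these data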;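 further: 0% = ATP-challenged DMSO wells and 100% = DMSO wells without ATP; some compounds past the cut are filed as inactive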
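Test system: untransfected parental CHO cell line; also added: ATP stimulus; dosing: 5.6 µM, single dose; signal: calcium-sensitive Fluo-8 fluorescence; measure: percent inhibition of ATP-evoked calcium rise, normalized to controls; benchmarks: low control ATP plus DMSO, high control DMSO only; replication: one well per compound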
* hit, by the source's call; nt = not tested or not shown.

#1 C/C(=N/NC(=O)CNC(=O)c1cccnc1)c1ccccc1
#2 CC(C)(C)CN1C(N)=NC[C@H]1Cc1ccc(O)cc1
#3 CCOC(=O)N1CCC(N2CCN(S(=O)(=O)c3ccc(Cl)cc3)CC2)CC1
#4 N#CCc1cc2ccc3cccc4ccc(c1)c2c34
#5 Cc1ccc(CS(=O)(=O)CCC(=O)NCCN2CCCCC2C)cc1 (stereo unspecified)
#6 CCN(CC)S(=O)(=O)c1cccc(-c2nn(-c3ccccc3)cc2/C=C(\C#N)C(=O)NCc2ccco2)c1
#7 C[C@@H]1CN([C@H](C)CO)C(=O)CCCn2nncc2CO[C@H]1CN(C)Cc1ccncc1
#8 N#Cc1ccc(NC(=O)CN2C(=O)NC3(CCCC3)C2=O)cc1
Screen / compound no.	1	2	3	4	5	6	7	8
OXTR agonist	-0.4	8.2	2.8	-0.8	-0.3	0.0	nt	1.9
M1 PAM parental	11.0	-7.4	21.9	-7.0	15.7	12.2	14.4	9.6
V1R ag counter	1.2	2.5	0.6	-0.6	-0.2	0.6	nt	0.4
GPR7 antag	-8.0	nt	4.9	-11.3	-6.1	7.4	nt	-1.9
CHO-K1 Ca ag	1.9	0.2	1.7	0.1	1.4	0.3	0.6	-0.1
CHO-K1 Ca antag	-8.4	0.4	-3.7	-1.8	-7.0	-0.4	-9.0	-6.8
OXTR potentiate	-7.5	-3.5	-0.3	-1.0	-23.5	-6.8	nt	1.5
TAAR1 antag	-5.9	13.4	9.0	-22.8	3.6	4.6	-10.8	-12.3
CHO parental Ca	3.4	-0.5	-1.8	-10.1	-11.3	-19.0	nt	5.6

#9 CCN(CC(=O)NCc1ccc(Cl)cc1)C(=O)c1ccc2cc(OC)ccc2c1
#10 O=C(O)CSCC(=O)NC1CCCc2ccccc21 (stereo unspecified)
#11 CCOc1ccc(NC(=O)c2cccnc2SC)cc1
#12 Cc1c(C(=O)O)oc2ccc(S(=O)(=O)N3CC(C)CC(C)C3)cc12 (stereo unspecified)
#13 CC(C)(C)C(=O)N1CCN(c2ccc(NC(=O)c3ccc4c(c3)OCCO4)cc2)CC1
#14 CC(=O)Nc1ccc(-c2ccnc3c2CC(C(=O)NCc2ccco2)O3)cc1 (stereo unspecified)
#15 O=S(=O)(c1ccc(Cl)nc1)N1CCCC1
#16 CC1(C)CC(=O)C2=C(C1)NC(=O)NC2c1ccccc1Cl (stereo unspecified)
Screen / compound no.	9	10	11	12	13	14	15	16
OXTR agonist	5.7	0.0	-1.5	0.2	8.6	nt	0.5	0.0
M1 PAM parental	8.0	-6.6	-7.6	-5.2	-25.8	13.1	-2.6	-16.5
V1R ag counter	7.1	1.6	2.5	0.2	10.2	nt	0.3	-0.8
GPR7 antag	7.1	-11.1	-9.5	-2.8	-8.6	nt	nt	nt
CHO-K1 Ca ag	9.1	-0.2	-0.5	-0.2	11.7	2.1	0.8	-0.6
CHO-K1 Ca antag	-0.4	1.5	6.3	10.4	-0.8	7.7	-12.8	9.5
OXTR potentiate	-11.0	-3.7	2.0	-4.2	-8.7	nt	-5.9	-4.3
TAAR1 antag	18.3	-3.9	3.3	-4.1	42.8	7.7	-7.8	3.6
CHO parental Ca	-9.2	-2.6	-25.4	6.6	-19.5	nt	-6.2	4.5

#17 Cc1ccccc1NC(=O)c1ccc(Cl)c(NC(=O)c2cccnc2)c1
#18 Cc1cc(C(C)(C)C)cc(S(=O)(=O)Nc2ccc(O)c(C(=O)O)c2)c1C
#19 Cc1ccc(CNC(=O)c2cc(-c3ccccc3)nn2CC2CC(c3cccc([N+](=O)[O-])c3)=NO2)cc1 (stereo unspecified)
#20 CCC(C)N(C(=O)COC(=O)CCc1c[nH]c2ccccc12)C1CCS(=O)(=O)C1 (stereo unspecified)
#21 COc1ccc(C2(C)NC(=O)N(CC(=O)N3CCc4ccccc43)C2=O)cc1OC (stereo unspecified)
#22 COC(=O)C(C)NC(=O)COc1ccc2ccccc2c1 (stereo unspecified)
#23 CN1OC[C@@H]2CN[C@H](c3ccc(-c4ccccc4)cc3)C[C@@H]21
#24 CNc1cncc(-c2ccc(S(C)(=O)=O)cc2)n1
Screen / compound no.	17	18	19	20	21	22	23	24
OXTR agonist	-0.5	-0.7	-0.3	1.3	-1.4	1.8	nt	nt
M1 PAM parental	nt	0.1	-15.3	8.7	7.7	10.3	-3.2	-3.5
V1R ag counter	0.3	0.4	0.5	-0.3	-1.6	0.9	nt	nt
GPR7 antag	-1.6	-13.1	nt	-0.8	nt	-3.2	nt	nt
CHO-K1 Ca ag	nt	-0.8	-0.1	1.1	-0.5	0.9	0.1	0.1
CHO-K1 Ca antag	nt	-4.5	6.4	-4.3	-14.7	-7.1	10.9	-0.8
OXTR potentiate	-19.4	-1.2	-12.2	-8.6	-3.8	-4.5	nt	nt
TAAR1 antag	7.1	-15.6	33.8	0.4	13.9	-27.2	-15.9	13.2
CHO parental Ca	-11.4	-11.8	-21.1	-24.5	-20.9	-9.8	nt	nt

The list goes on (4 carried over from the part before).
#21 COc1ccc(C2(C)NC(=O)N(CC(=O)N3CCc4ccccc43)C2=O)cc1OC (stereo unspecified)
#22 COC(=O)C(C)NC(=O)COc1ccc2ccccc2c1 (stereo unspecified)
#23 CN1OC[C@@H]2CN[C@H](c3ccc(-c4ccccc4)cc3)C[C@@H]21
#24 CNc1cncc(-c2ccc(S(C)(=O)=O)cc2)n1
#25 CCO[C@@H]1OC(C(=O)N2CCN(C)CC2)=C[C@H](c2ccc(C(F)(F)F)cc2)[C@H]1CCCO
#26 COc1ccccc1NC(=O)Cc1ccsc1
#27 CC1(C)CN(C(=S)Nc2ccc(F)cc2F)C1=O
#28 O=C(CSc1nnc(CNC(=O)c2cccs2)o1)c1ccc(Cl)cc1
#29 CC(C)(C)OC(=O)C[C@H]1C/C=C\C[C@@H](CC(=O)N[C@@H](CO)Cc2ccccc2)C(=O)NC[C@H](c2ccccc2)OC1=O
#30 O=[N+]([O-])c1ccc(NN=C(c2ccccc2)c2ccccc2)nc1
#31 COc1ccc(Nc2nc(NCc3ccco3)nc(N/N=C/c3ccccc3Cl)n2)cc1
#32 COc1cccc(NC(=O)CN(C)C(=O)CCCc2c[nH]c3ccccc23)c1
Screen / compound no.	21	22	23	24	25	26	27	28	29	30	31	32
OXTR agonist	-1.4	1.8	nt	nt	1.2	0.5	-1.2	14.7	-0.4	nt	-2.8	4.7
M1 PAM parental	7.7	10.3	-3.2	-3.5	-15.4	5.6	-1.2	-5.8	21.9	-16.0	14.2	-8.9
V1R ag counter	-1.6	0.9	nt	nt	0.9	1.4	-0.4	10.3	0.8	nt	-1.2	3.6
GPR7 antag	nt	-3.2	nt	nt	-13.3	-12.2	-0.1	-13.5	nt	nt	-4.5	nt
CHO-K1 Ca ag	-0.5	0.9	0.1	0.1	0.8	0.4	0.1	4.5	0.2	0.0	-0.3	1.5
CHO-K1 Ca antag	-14.7	-7.1	10.9	-0.8	-6.8	-10.9	-2.7	12.3	-11.5	7.9	-6.3	-15.0
OXTR potentiate	-3.8	-4.5	nt	nt	-5.1	1.9	-4.5	-21.7	-3.2	nt	-4.7	-7.3
TAAR1 antag	13.9	-27.2	-15.9	13.2	1.9	-14.9	-16.1	4.7	28.4	-5.3	-1.1	3.0
CHO parental Ca	-20.9	-9.8	nt	nt	-1.1	-10.2	-13.7	10.0	-15.1	nt	-20.6	-10.6

Next part, overlapping the part above by 2 compounds.
#31 COc1ccc(Nc2nc(NCc3ccco3)nc(N/N=C/c3ccccc3Cl)n2)cc1
#32 COc1cccc(NC(=O)CN(C)C(=O)CCCc2c[nH]c3ccccc23)c1
#33 CCN(CC)Cc1c(C(=O)N2CCc3ccccc3C2)nc2ccc(Cl)cn12
#34 CCn1c(CCNC(=O)c2cccs2)nnc1SCC(=O)Nc1nc(-c2ccccc2)cs1
#35 O=C1CC(N2CCCCC2)C(=O)N1c1ccccc1 (stereo unspecified)
#36 CN(CCc1ccccc1)C(c1ccnc2ccccc12)c1nnnn1-c1ccc2c(c1)OCCO2 (stereo unspecified)
#37 CN(C)S(=O)(=O)c1cccc(NC(=O)COc2ccccc2C(=O)NCc2ccccc2)c1
#38 Cc1ccc(CNC(=O)C2CC(c3ccccc3[N+](=O)[O-])=NO2)cc1 (stereo unspecified)
#39 Cc1onc(-c2c(F)cccc2Cl)c1C(=O)N=C(N)N1CCCC1
#40 O=C(CSc1nc2c(c(=O)n1-c1ccccc1)SCC2)N1CCOCC1
Screen / compound no.	31	32	33	34	35	36	37	38	39	40
OXTR agonist	-2.8	4.7	-1.6	-1.1	-1.4	nt	nt	-0.5	-1.1	0.0
M1 PAM parental	14.2	-8.9	12.1	-1.0	4.8	-6.6	-10.3	11.7	-17.1	5.7
V1R ag counter	-1.2	3.6	-0.9	4.2	-0.5	nt	nt	-0.4	-0.3	-0.3
GPR7 antag	-4.5	nt	-5.3	6.5	-8.4	nt	nt	-8.3	-5.5	-9.7
CHO-K1 Ca ag	-0.3	1.5	-0.1	2.3	0.2	0.0	10.2	-0.6	0.0	8.5
CHO-K1 Ca antag	-6.3	-15.0	-10.3	0.9	4.0	26.1*	-11.2	-13.5	5.6	12.3
OXTR potentiate	-4.7	-7.3	-5.7	0.0	-11.1	nt	nt	-15.4	-6.0	0.9
TAAR1 antag	-1.1	3.0	-6.7	35.6	5.6	24.1	62.8*	12.0	-26.8	-13.2
CHO parental Ca	-20.6	-10.6	-12.8	-20.1	-4.8	nt	nt	1.0	-20.5	-9.2

#41 CCOc1ccc(C(=O)NC2CCN(S(=O)(=O)CC)CC2)cc1
#42 O=C(c1cccc([N+](=O)[O-])c1)N1CCN(c2ccc(N3CCOCC3)nn2)CC1
#43 CC(=O)Nc1ccc(S(=O)(=O)NCCC(=O)Nc2cc(C)ccn2)cc1
#44 Cn1c(SCC(=O)NNC(=O)Nc2ccccc2)nnc1-c1ccccc1
Screen / compound no.	41	42	43	44
OXTR agonist	0.2	-0.5	-0.1	-0.8
M1 PAM parental	23.9	-11.4	-0.7	16.1
V1R ag counter	-0.2	-0.5	-0.1	-1.3
GPR7 antag	6.8	nt	nt	-9.1
CHO-K1 Ca ag	1.0	0.6	-0.6	0.2
CHO-K1 Ca antag	-10.9	-10.8	-0.9	-7.2
OXTR potentiate	-6.7	1.9	-6.5	-3.3
TAAR1 antag	-3.0	5.1	-3.8	-1.9
CHO parental Ca	1.0	-3.0	7.4	-8.6
